# GPR151 ag – human GPR151 activation; Q8TDV0; PathHunter beta-arrestin GPR151 cells, luminescence; activation, % at 11.2 µM; 1% of 650,000 active; in the data active = activation above about 4.9%;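 also: 0% = median of compound wells and 100% = cells with positive control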
# Target sequence (Q8TDV0 whole entry, looked up): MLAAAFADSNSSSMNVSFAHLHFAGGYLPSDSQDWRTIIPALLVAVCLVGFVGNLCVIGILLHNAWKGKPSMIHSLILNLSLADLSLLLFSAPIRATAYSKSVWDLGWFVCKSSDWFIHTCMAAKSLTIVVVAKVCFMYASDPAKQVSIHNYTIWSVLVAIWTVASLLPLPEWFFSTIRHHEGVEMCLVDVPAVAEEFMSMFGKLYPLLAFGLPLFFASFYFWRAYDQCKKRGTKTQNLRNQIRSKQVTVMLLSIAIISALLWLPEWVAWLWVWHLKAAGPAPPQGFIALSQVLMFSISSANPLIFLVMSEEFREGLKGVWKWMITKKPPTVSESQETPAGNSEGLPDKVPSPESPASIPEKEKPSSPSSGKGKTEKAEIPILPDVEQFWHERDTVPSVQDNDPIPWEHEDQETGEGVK
# FBW7 activator – human FBW7 E3 ligase activation, primary screen; AlphaScreen FBW7–phospho-cyclin E peptide binding, activator screen; 0.13% of 650,000 active; normalized activity (activation), % at 26.1 µM; Q969H0; in the data active = normalized activity above about 1.9%;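 also: purified mutant Fbw7 with reduced substrate affinity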
# TEAD-YAP block – TEAD-YAP interaction inhibition; 1.4% of 640,000 active; inhibition, % at 9.12 µM; HEK-TIYL cells, TEAD-Gal4/YAP UAS-luciferase luminescence; in the data active = inhibition above about 32%;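 also: 0% = median of test compound wells and 100% = reference inhibitor wells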
# MITF primary – inhibitors of human MITF | O75030 | AlphaScreen MITF homodimerization, bead proximity signal | inhibition, % at 2.6 µM | 0.91% of 650,000 active | AID 1259374; in the data active = inhibition above about 50%;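 also: 0% = vehicle wells with protein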
# Target sequence (O75030 whole entry, looked up): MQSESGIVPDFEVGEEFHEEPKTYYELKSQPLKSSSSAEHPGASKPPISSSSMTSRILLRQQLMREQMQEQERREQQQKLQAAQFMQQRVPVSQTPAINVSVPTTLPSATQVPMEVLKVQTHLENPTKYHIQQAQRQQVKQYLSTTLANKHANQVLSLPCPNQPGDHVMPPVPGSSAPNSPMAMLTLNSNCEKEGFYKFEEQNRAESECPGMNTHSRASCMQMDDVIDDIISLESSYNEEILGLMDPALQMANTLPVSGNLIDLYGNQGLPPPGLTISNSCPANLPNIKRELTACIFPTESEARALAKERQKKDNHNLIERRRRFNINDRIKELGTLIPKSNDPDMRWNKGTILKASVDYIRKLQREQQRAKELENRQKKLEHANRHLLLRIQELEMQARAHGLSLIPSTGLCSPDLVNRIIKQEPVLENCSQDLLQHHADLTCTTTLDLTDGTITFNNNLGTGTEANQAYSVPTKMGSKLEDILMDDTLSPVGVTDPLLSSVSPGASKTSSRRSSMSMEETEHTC
# * hit, by the source's call; & = joins results of further samples.
mol,TEAD-YAP block,FBW7 activator,MITF primary,GPR151 ag
COc1ccc(C(c2sc3nc(C)nn3c2O)N2CCC(O)CC2)cc1 (stereo unspecified),4,-0.1,3,1.4
C#CCNc1cc(C)nc2nc3ccccc3n12,-14,0.0,0,3.2
OCCNc1cc(Nc2ccccc2)ncn1,-19,0.1,-3,-0.1
O=C(NCc1ccccn1)c1cc([N+](=O)[O-])cc([N+](=O)[O-])c1,0,-0.1,-3,-0.4
COc1ccc(CSc2ccc(C(=O)Nc3cccc(OC)c3)cc2[N+](=O)[O-])cc1,-6,0.1,4,0.1
Cn1nc(C(=O)NCc2cccc(Cl)c2)c2c1-c1ccccc1OC2,8,0.8,15,0.2
COc1ccc(/C=C\C(=O)Nc2c3c(nn2-c2cccc(C)c2C)CS(=O)(=O)C3)cc1OC,-6,-0.3,2,-1.0
O=C(CCN1C(=O)COc2ccccc21)NCc1ccc(F)cc1Cl,-3,0.0,1,-0.2
CC(=O)c1ccc(NC(=O)CSc2nn3c(=O)c(C(C)(C)C)nnc3s2)cc1,-55,0.1,-12,3.1
Cc1c(C(=O)Nc2ccc(F)c(Cl)c2)sc2ncn(Cc3cccc(F)c3)c(=O)c12,0,0.5,27,0.1
O=C1c2ccccc2C(=O)N1/N=C/c1ccccc1O,8,0.4,13,-0.2
CCCCC(=O)N1CCN(c2cc(C)c([N+](=O)[O-])cc2F)CC1,-1,0.0,-10,1.2
CC(=O)NNC(=O)CSc1nc(-c2ccccc2)cc(=O)[nH]1,-2,0.7,16,1.4
CCN(CC)C(=O)CN1CCN(c2nc3c(c(=O)[nH]2)CCCC3)CC1,0,1.1,11,-0.1
O=C(NCCO)c1cc(-c2cc(C(=O)NCCO)c3ccccc3n2)nc2ccccc12,12,0.1,0,1.1
c1ccc2c(c1)CC/C2=N/Nc1nc2ccccc2s1,-79,-0.5,4,0.1
O=C(NCC1CCC2(CCN(Cc3ccncc3)CC2)O1)c1ccc2c(c1)OCCO2 (stereo unspecified),2,0.0,11,1.0
COc1ccc(C(=O)Cn2c(-c3nnc(C)o3)cc3ccccc32)cc1,10,0.0,3,-0.1
CN(C)c1ccc(NC(=O)C(=O)NCc2ccco2)cc1,-42,-0.1,11,-1.2
CCOc1ccc(-c2csc3nc(-c4ccccc4C)oc(=O)c23)cc1,6,0.0,12,0.2
CC(=O)NCCC(=O)Nc1ccc2nc(C)sc2c1,16,-0.1,9,1.0
Cc1cc(-c2ccc(S(=O)(=O)N3CCCCCC3)cc2)on1,-2,0.7,-1,-1.6
COC(=O)CNC(c1ccccc1Cl)c1cc(Br)ccc1NS(=O)(=O)c1ccc(C)cc1 (stereo unspecified),5,-0.1,7,-0.3
CCC(CO)NC(=O)c1cnc2scc(-c3ccc(C)cc3)n2c1=O (stereo unspecified),1,0.7,17,-0.3
Cc1ccc(-n2cc(-c3ccccc3)c3c(N4CCCCC4)ncnc32)cc1Cl,2,0.4,11,-1.0
Cc1c(C(=O)C(=O)Nc2ccc(Br)cc2)c2ccccc2n1C,2,0.4,18,-0.3
NC(=O)c1ccc(-n2c(CCC(=O)O)ccc2-c2ccccc2)cc1,-1,-0.1,7,3.0
Cc1ccc(C2=NN(CC(=O)NC3CCCC3)C(=O)CC2)cc1,8,0.9,7,-1.4
COc1cc(CN2CCc3c(nc(N4CCCCC4)[nH]c3=O)C2)ccc1O,-8,0.1,-6,-1.2
CCc1ccc(CN(C)C(=O)CC2C(=O)NCCN2Cc2ccc(F)c(F)c2)nc1 (stereo unspecified),-9,-0.1,-15,-0.1
CC1=C(C(=O)OCCC#N)C(c2cc3c(cc2Br)OCO3)NC(=O)N1 (stereo unspecified),0,0.1,3,0.7
Cc1nc(SCC(=O)Nc2ccccc2N2CCOCC2)c2c(C)c(C)sc2n1,14,-0.1,7,1.3
Cc1c(Cl)cccc1NC(=S)Nn1cnnc1,1,-0.2,5,2.2
Cc1ccc(Cl)cc1NC(=O)CC(NCCCN)C(=O)O (stereo unspecified),-3,-0.1,2,1.5
Cc1cc(C(F)(F)F)nc2sc([N+](=O)[O-])c(N)c12,-4,-0.1,8,1.5
NC(=O)c1ccc(-c2cncc(C(=O)NCCN3CCOCC3)c2)cc1,5,0.4,5,-0.3
O=C1C(=O)N(Cc2ccc([N+](=O)[O-])cc2)c2ccc(Br)cc21,20,-0.1,8,0.2
OCc1nn2c(c1Cl)NC(c1ccco1)CC2C(F)(F)F (stereo unspecified),-10,-0.1,0,0.1
COc1cc2[nH]c(=S)n(Cc3ccc(C)o3)c(=O)c2cc1OC,-14,-0.1,0,-0.4
CCOc1cc(/C=C/C(=O)O)cc(Cl)c1OC,3,-0.1,-5,0.0
O=S(=O)(Nc1ccc(O)c(Br)c1)c1ccccc1,2,-0.1,19,0.8
O=C1/C(=C\c2cccnc2)Oc2cc(O)ccc21,9,0.1,-29,1.3
CC1CCC2(CC1)SCC(=O)N2c1ccc(F)cc1 (stereo unspecified),5,0.0,11,-0.4
CN(C)C(CNC(=S)NCCc1ccccc1)c1cccnc1 (stereo unspecified),2,-0.2,13,0.9
COc1ccc(C2CC(c3ccc(C)cc3)=NN2C(=O)CCCC(=O)O)c(OC)c1 (stereo unspecified),3,0.3,3,-0.2
CCOc1ccc(N2CC(C(=O)NC3CCCCCC3)CC2=O)cc1 (stereo unspecified),8,-0.1,-4,0.8
N#Cc1ccc(CONC(=O)c2cccs2)cc1,-14,0.8,16,-1.6
CCn1cc(C(=O)O)c(=O)c2cc(S(=O)(=O)N3CCCCCC3)ccc21,9,-0.1,0,-0.3
CCOC(=O)c1sc2ncnc(N3CCc4ccccc4C3)c2c1C,-9,-0.1,-5,0.5
CCN(CC)S(=O)(=O)c1cc([N+](=O)[O-])ccc1N1CCN(C)CC1,-1,0.1,19,0.6

# 4 of the compounds above, field by field:
> CN(C)C(CNC(=S)NCCc1ccccc1)c1cccnc1 (stereo unspecified)
- TEAD-YAP block: 2
- FBW7 activator: -0.2
- MITF primary: 13
- GPR151 ag: 0.9

> COc1ccc(C2CC(c3ccc(C)cc3)=NN2C(=O)CCCC(=O)O)c(OC)c1 (stereo unspecified)
- TEAD-YAP block: 3
- FBW7 activator: 0.3
- MITF primary: 3
- GPR151 ag: -0.2

> CCOc1ccc(N2CC(C(=O)NC3CCCCCC3)CC2=O)cc1 (stereo unspecified)
- TEAD-YAP block: 8
- FBW7 activator: -0.1
- MITF primary: -4
- GPR151 ag: 0.8

> N#Cc1ccc(CONC(=O)c2cccs2)cc1
- TEAD-YAP block: -14
- FBW7 activator: 0.8
- MITF primary: 16
- GPR151 ag: -1.6

# Next records.
mol,TEAD-YAP block,FBW7 activator,MITF primary,GPR151 ag
Cc1ccc(NC(=O)c2ccc(N)cc2)cc1Cl,-45,-0.1,-5,-2.0
O=C(NCC(c1cccs1)N1CCc2ccccc2C1)c1ccccc1F (stereo unspecified),-7,0.0,-1,0.3
Cc1nc(SC2CCCCN(C(=O)c3ccc(F)cc3)C2=O)c2c3c(sc2n1)CCC3 (stereo unspecified),4,-0.1,15,-1.1
Cc1ccc(S(=O)(=O)c2c[nH]c(=S)[nH]c2=O)cc1,3,0.0,-1,0.4
Cc1ccc(NC(=O)C2C3/C=C\CCCCC32)cc1 (stereo unspecified),-8,0.3,12,0.1
Cc1cc2c(=O)n(CC(=O)N3CCN(Cc4ccccc4)CC3)cnc2s1,-3,0.0,12,-1.5
O=C(Nc1c(C(=O)N2CCCCCC2)cnn1-c1ccccc1)c1cccc(F)c1,4,0.3,9,0.6
CCOc1ccc2nc(SCC(=O)Nc3cccc(C(C)=O)c3)c(C#N)cc2c1,1,0.0,4,0.4
O=C(c1ccc([N+](=O)[O-])cc1)N1c2ccccc2Sc2ccc(C(F)(F)F)cc21,-2,-0.1,-7,0.3
O=C(O)c1cc(N/C(=N\S(=O)(=O)c2ccccc2)c2ccccc2)ccc1O,-3&-1,-0.1&0.0,9&18,-0.1&1.8
O=C1NC(=S)N/C1=C/c1ccc2c(c1)OCO2,36*,0.0,15,1.3
O=C(NCCSCc1ccccc1)c1ccccc1Cl,-67,0.0,4,-2.2
Cn1c(=O)c2c(-c3ccccc3)n(C3CCCC3)cc2n(C)c1=O,-12,-0.1,9,2.2
COc1cc(C2C(C(=O)OC3CCCCC3)=C(C)NC3=C2C(=O)CC(C)(C)C3)ccc1O (stereo unspecified),3,-0.1,-11,-0.7
CC1CCCC(N2CCN(S(=O)(=O)c3ccc([N+](=O)[O-])cc3)CC2)C1 (stereo unspecified),7,0.0,26,0.8
CC1(C)CC(=O)C2=C(C1)OC1=C(C(=O)CC(C)(C)C1)C2c1ccc(OCC(=O)Nc2ccc3c(c2)OCO3)cc1,3,-0.1,-2,-0.5
CC1(C)CC(=O)C2=C(C1)OC1=C(C(=O)CC(C)(C)C1)C2c1cc(Cl)c(O)c(Cl)c1,7,0.0,3,1.3
CCOC(=O)C1=C(C)N=c2s/c(=C/c3ccc(N4CCOCC4)o3)c(=O)n2C1c1ccc(OC)c(OC)c1 (stereo unspecified),1,-0.1,5,-0.6
COC(=O)c1ccc(/C=C(\C#N)c2nc(-c3cccs3)c(NC(C)=O)s2)cc1,8,0.2,23,-2.5
CCOC(=O)Nc1ccc(Cc2ccc(NC(=O)OCC)cc2)cc1,33*,-0.1,-4,1.3
CCOC(=O)C1=C(C)N=c2s/c(=C/c3cccc(Br)c3)c(=O)n2C1c1ccc(OC)cc1 (stereo unspecified),0,-0.3,2,0.7
C=CCc1c(C)nc(SCC(=C)C)[nH]c1=O,8,-0.1,5,-1.5
CC(C)CC(NC(=O)C1CCC(C)CC1)C(=O)NCc1cccs1 (stereo unspecified),-3,-0.2,-4,0.0
Cc1nn(-c2ccc(Cl)cc2)c(Cl)c1/C=C(\C#N)C(N)=O,-10,0.7,3,0.0
O=C(CCCn1c(=S)[nH]c2cc3c(cc2c1=O)OCO3)N1CCC(Cc2ccccc2)CC1,9,-0.1,1,-0.1
Cc1cc2nn(-c3ccc(Cl)cc3)nc2cc1NC(=O)c1cc2ccccc2o1,0,0.2,15,-1.3
Cc1ccc(C)c(OCCCNCCO)c1C,3,-0.1,35,0.6
[O-][n+]1ccccc1Sc1ncnc2c1oc1ccccc12,23,-0.8,-8,-1.5
O=C(CN1CCC(O)(c2ccccn2)CC1)Nc1ccc(F)cc1,-3,-0.2,-8,-0.7
COCCNC(=O)CN1CCC(n2c(C)nc3cc(C(F)(F)F)ccc32)CC1,-3,0.2,-6,-1.1
COC(=O)CSc1nnc(CNc2ccc(F)cc2)n1C1CCCCC1,8,-0.2,6,-0.6
Cc1cccc(OCc2nc(C#N)c(NCCCn3ccnc3)o2)c1,-11,-0.3,-6,1.5
O=C(NCCN1CCN(C(=O)c2ccc(Cl)cc2)CC1)C(=O)Nc1ccc(F)cc1,-4,-0.1,-4,-0.4
O=C(Nc1cccc([N+](=O)[O-])c1)C(c1ccccc1)c1ccccc1,11,-0.1,16,1.8
c1ccc(Nc2cc(Nc3nccc4ccccc34)ncn2)cc1,-17,-0.1,-10,0.6
O=C(/C=C/c1ccccc1)Nc1ncc(Cc2ccc(Cl)cc2)s1,-5,0.0,9,-0.3
CCN1C(=O)c2cccc3c(S(=O)(=O)Nc4cccc(C(F)(F)F)c4)ccc1c23,-1,0.6,-17,-0.2
CC(=O)Oc1c(I)cc(C(=O)O)cc1I,-2,0.1,-1,2.4
CC(C)N(CCNC(=O)c1cnc(N2CCc3ccccc3C2)s1)C(C)C,10,0.1,3,1.6
CCCCC(=O)Nc1ccc(C(=O)Nc2nnc(COC)s2)cc1,-4,0.2,9,-1.1

# Single records, as listed above. Values in the order: TEAD-YAP block, FBW7 activator, MITF primary, GPR151 ag
# Entry for CC(=O)Oc1c(I)cc(C(=O)O)cc1I → -2, 0.1, -1, 2.4
# Entry for O=C(Nc1cccc([N+](=O)[O-])c1)C(c1ccccc1)c1ccccc1 → 11, -0.1, 16, 1.8
# Entry for O=C(/C=C/c1ccccc1)Nc1ncc(Cc2ccc(Cl)cc2)s1 → -5, 0.0, 9, -0.3
# Entry for CCN1C(=O)c2cccc3c(S(=O)(=O)Nc4cccc(C(F)(F)F)c4)ccc1c23 → -1, 0.6, -17, -0.2
# Entry for CCCCC(=O)Nc1ccc(C(=O)Nc2nnc(COC)s2)cc1 → -4, 0.2, 9, -1.1

# (further entries)
mol,TEAD-YAP block,FBW7 activator,MITF primary,GPR151 ag
O=C(CCC1(Cc2cccs2)CCC(=O)N1)NCc1cnn(Cc2ccccc2)c1 (stereo unspecified),1,0.0,6,0.1
Cc1ccc(NN2C(=O)OC(C)(C)C2(C)O)cc1 (stereo unspecified),-2,-0.1,-9,0.1
CCOC(=O)NN1C(=O)c2ccccc2NC1c1ccccn1 (stereo unspecified),-6,-0.1,6,0.7
CCC1CCCCN1S(=O)(=O)c1ccc2[nH]c(=O)c(=O)[nH]c2c1 (stereo unspecified),16,0.2,12,-0.8
COc1cccc(CNC(=O)c2cn(C)c3cc(-c4cn[nH]c4)ccc23)c1,-6,0.1,10,-1.7
Cc1cc(/C=c2/sc3nc4ccccc4n3c2=O)c(C)n1-c1ccc(I)cc1,1,0.0,16,0.0

# Screening results (PubChem)
